S3 lipid droplet: qHTS Assay for Lipid Storage Modulators in Drosophila S3 Cells; 320,000 tested, 0.64% active; Potency in µM for hits, for the others lipid storage change, negative = inhibition, % at the top dose, mostly 46.1 µM; AID 2685, 2010; Drosophila S3 cells, BODIPY lipid droplet fluorescence, 18-24 h; cells fed with added oleic acid; active = well fitted inhibition curve with a large enough effect in the signal ratio, with a control signal flat, not every such curve was filed as active; inconclusive = small, poorly fitted or top-dose-only effect, or effect the other way, or a change in a side signal; the % refers to the signal ratio
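Drosophila S3 cells loaded with oleic acid (400 uM, as added) and compounds at several concentrations; lipid droplets imaged by 488-nm laser-scanning cytometry, 500–530 nm intensity and object ratio to cell channel. Percent activity normalized to 20 uM Triacsin C.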
S3 lipid droplet cell count max: second read-out of S3 lipid droplet, no call of its own (marks repeat the call); cell number change, %; measured here: cell count max response;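 cells counted by Cell Tracker Red CMTPX staining in the red channel; peak over a dose series mostly up to 46.1 µM; percent activity relative to internal control wells on each plate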
* hit, by the source's call; i = inactive; ? = inconclusive; . = not tested or not shown; & = joins results of further samples; [ ] = remark or other dose. % is set by controls: 0 for no effect and ±100 for the full control effect; potency is the fitted concentration of half-maximal effect.

SMILES	S3 lipid droplet	S3 lipid droplet cell count max
CCOC(=O)c1c(NC(=O)C2C3C=CC(C3)C2C(=O)O)sc2c1CC(C)(C)OC2 (stereo not drawn)	?	.
Cc1sc(NC(=O)c2ccco2)c(C(=O)c2ccc(Cl)cc2)c1C	28%	30
Fc1ccccc1OCCCN1CCOCC1	?	.
S=c1[nH]ccn1-c1ccccc1Cl	-8%&-4%	6&23
O=C(CC12CC3CC(CC(C3)C1)C2)NCc1ccccc1	?	.
C=CC(=O)NC(NC(=O)C=C)c1ccc(Br)cc1	1%	9
Cc1nc(S(=O)(=O)c2ccc(Br)cc2)nc2c1CCC2	i	.
COc1ccc(CSc2nnc3[nH]c(=O)cc(N)n23)cc1	?	.
COc1cccc(C2CC(c3cccs3)=NN2C(=O)c2ccco2)c1O (stereo not drawn)	?	.
Cc1ncoc1C(=O)NC1CCCc2c1cnn2-c1ccc(C(C)(C)C)cc1 (stereo not drawn)	i	-22
Cc1ccc(N(Cc2ccccc2)C(=O)c2ccc(S(=O)(=O)N3CCOCC3)cc2)cc1	?	.
c1ccc2oc(CCc3nc4ccccc4o3)nc2c1	-3%	4
COC(=O)[C@@H]1C[C@@]2(O)[C@H](O)[C@H](O)[C@H](O)C[C@H]2N1Cc1ccc(-c2ccccc2)cc1	-10%	0
COC(=O)c1ccc(OC(=O)c2ccc(OC)c(OC)c2)c(OC)c1	25%	-2
Cc1cccc(N2CCN(C(=O)Cc3ccccc3[N+](=O)[O-])CC2)c1C	?	.
CC(=O)NCCOC(=O)Nc1ccncc1	18µM*	-24*
Cc1sc2nc(COC(=O)c3ccc(Cl)c(N)c3)[nH]c(=O)c2c1C	16%	3
Cc1cccc(NC(=S)N2CCC(c3nc4ccccc4o3)CC2)c1C	0%	-8
CCn1c(COc2ccccc2)nnc1SCC(=O)NC1CCCCC1	-4%	5
Cc1ccccc1-c1cc2c(nn1)-c1ccccc1C2=O	i	7
Cc1cccc(N2CC(C(=O)NCC3COc4ccccc4O3)CC2=O)c1C (stereo not drawn)	?	.
Cc1ccc2c(c1)C(=O)N(CCCCO)C2=O	7%	16
C[C@H](NC(=O)c1nc[nH]c1C(=O)N1CCN(c2ccccc2)CC1)c1ccccc1	8%	-11
Fc1cccc(-n2cc(-c3ccccc3)c3c(=S)nc[nH]c32)c1	9%	1
CCOC(=O)CN(C(=O)CNC(=O)c1cccs1)C(C(=O)NC1CCCC1)c1cccnc1 (stereo not drawn)	?	.
CS(=O)(=O)N1CCN=C1SCc1ccc([N+](=O)[O-])cc1	4%	8
Cc1cccc(N2CCCC2=Nc2ccc(Br)cc2C#N)c1	4%	-7
Cc1cccc(OCCNC(=O)c2cccc(Oc3ccc(C(F)(F)F)cc3[N+](=O)[O-])c2)c1	?	.
O=C1CCC(=O)N1c1cccc(OS(=O)(=O)c2ccccc2)c1	0%	9
O=C(Cn1nnc2ccccc21)NCc1ccccc1	i	-29
CC1CCN(C(=O)CS(=O)(=O)Cc2ccccc2)CC1	?	.
Cc1ccc(S(=O)(=O)c2cc3ccc(O)cc3oc2=O)cc1C	10%	7
CC(CCc1ccccc1)NC(=O)CN1CCSc2ccccc21 (stereo not drawn)	4%	2
Cc1ccc2nc(-c3ccc(NC(=O)CN(C)S(=O)(=O)c4ccccc4)cc3)sc2c1	19%	-11
O=c1cc(-c2ccc(F)cc2F)[nH]c2ccccc12	0%	15
CCOc1cc2sc(N3CCC(C(=O)NCCCN4CCCC4=O)CC3)nc2cc1Br	?	.
CCN1CCN(c2ccc(S(=O)(=O)N3CCOCC3)cc2NC(=O)/C=C/c2cccc(OC)c2OC)CC1	?	.
O=C(CC(NC(=O)c1ccccc1Cl)c1ccccc1)NCCc1ccc(Cl)cc1 (stereo not drawn)	6%	10
COc1ccccc1NC(=O)NS(=O)(=O)c1ccc(C)cc1	?	.
O=C(NCCCNC(=O)c1ccccc1F)c1ccco1	?	.
COCCn1c(/C=C/c2ccccc2)nc2ccccc21	?	.
CNC(=S)Nc1ccc(-c2nc3ccc(C)cc3s2)cc1	-1%	-13
COc1ccc(-c2nc(-c3ccccc3OC)no2)cc1OC	?	.
C1=C(c2ccco2)N2CCN=C2S1	?	.
CCc1ccc(CN2CCSCC2)cc1	?	.
O=C1N(Cc2ccccc2F)c2ccccc2C12OCCCO2	13%	0
O=C(COC(=O)COc1ccc(Cl)cc1)Nc1ccc(F)c([N+](=O)[O-])c1	-11%	-14
O=C(CN(c1ccc(Cl)cc1)S(=O)(=O)c1ccccc1)N/N=C/c1ccco1	i	-2
Cc1cc(C(=O)OCC(=O)NCCc2ccc(S(N)(=O)=O)cc2)c2ccccc2n1	12%	1
CC(NC(=O)COC(=O)Cc1ccc(-c2ccccc2)cc1)c1ccccc1 (stereo not drawn)	14%	17
Cc1cccc(-c2noc(CCCOc3ccc(Cl)cc3Cl)n2)c1	?	.
Cc1ccc(N2C(=O)CSC2c2ccccn2)cc1Cl (stereo not drawn)	-12%	.
COc1ccc(CCN(C)C(=O)c2cnc(C)cn2)cc1OC	?	.
C#CCNC(=O)C1CCN(c2ccc(S(=O)(=O)N3CCOCC3)cc2Cl)CC1	-9%	-6
COC(=O)C1C2C=CC(C3CC23)C1C(=O)OCC(=O)c1ccccc1 (stereo not drawn)	-8%	2
CC(=O)Oc1ccc(Cl)cc1/C=C/c1cc(OC(C)=O)c2ccccc2n1	?	.
COc1ccccc1C1CCN(Cc2c(C)[nH]c3ccccc23)CC1	6%	11
c1csc(CNc2ncnc3ccc(-c4ccc5c(c4)OCO5)cc23)c1	?	0
CCOC(=O)c1ccc(S(=O)(=O)N2CCN(C(C)=O)CC2)cc1	11%	-5
O=C(CCS(=O)(=O)c1ccccc1)N(CCCN1CCOCC1)c1nc2c(F)cccc2s1	i[0.0737 µM]	.

Next part:
SMILES	S3 lipid droplet	S3 lipid droplet cell count max
COC(=O)c1ccc(C23CC4(C2)[C@H](CN(Cc2ccc(C(F)(F)F)cc2)[C@@H]4c2ccccc2)C3c2ccccc2)cc1 (stereo partly drawn)	17%	-3
COc1ccc2[nH]c(=O)c(CN(CC3CCCO3)C(=O)Nc3ccc(F)cc3)cc2c1 (stereo not drawn)	?	.
COC(=O)Nc1nc(-c2ccccc2)c(C(=O)c2ccc(Cl)cc2)s1	27%	-4
OCC1CCCN(C(=S)Nc2ccc(OC(F)F)cc2)C1 (stereo not drawn)	9%	-1
NS(=O)(=O)c1ccc(NC(=O)N[C@@H](Cc2ccccc2)C(=O)O)cc1	-2%	9
FC(F)Sc1ccc(NC(=S)NCC2CCCCC2)cc1	?	.
CCOC(=O)NNC(=O)c1[nH]c2ccc(Br)cc2c1-c1ccccc1	-2%	-11
COc1ccc(NC(=O)c2ccco2)cc1NC(=O)c1ccc(C)cc1	2%	-8
CCN(CC)c1ccc(-c2n[nH]c(=S)n2-c2ccccc2)cc1	?	.
COCCNC(=O)c1ccc2c(c1)ncn2-c1ccc(C)c(Cl)c1	-4%	0
CCn1c(=O)cc(SCC(=O)N2CCN(c3ccccc3OC)CC2)c2ccccc21	?	.
COCCNC(=O)c1cc2c3ccccc3n(C)c2s1	-1%	-6
Cc1[nH]ncc1-c1nc2ccccc2[nH]1	?	.
COc1ccc(NC(=O)CSc2nnnn2C2CCCCC2)cc1	i	7
CCOC(=O)C1=C(CNCc2ccccc2Cl)NC(=O)NC1c1ccc2c(c1)OCO2 (stereo not drawn)	?	.
Cc1ccc(C(=O)NC2CCCCCC2)cc1N1CCCC1=O	21%	-5
CCOC(=O)c1cc(NC(=O)c2cccs2)ccc1N1CCOCC1	5%	11
CCOc1ccc(NC(=O)CSC(N)=O)cc1	?	.
Cn1c(-c2cc3ccc(OC(=O)C(C)(C)C)cc3oc2=O)nc2ccccc21	5%	12
CC(C)(C)C(=O)N1CCN(C(c2ccccc2)c2ccccc2)CC1	1%	-7
CCCOc1ccc(N2C(=O)CC(NCc3ccc(S(N)(=O)=O)cc3)C2=O)cc1 (stereo not drawn)	-8%	-7
CCCNC(C)C(=O)Nc1ccccc1C (stereo not drawn)	-6%	2
COc1ccc(CSCC(=O)Nc2ccccc2)cc1[N+](=O)[O-]	-6%	12
Cc1ccc(S(=O)(=O)N(C)C)cc1NC(=O)COC(=O)c1ccc2ccccc2n1	?	.
CCOc1ccc(/C=C/C2=Cc3c(sc(NC(=O)CSc4n[nH]c(N)n4)c3C#N)C(C)(C)C2)cc1	15µM*	-30*
Cc1cc(C(=O)N2CCN(c3ccccc3)CC2)c(C)o1	?	.
O=C(N/N=C/c1ccccn1)c1ccc(Br)cc1	?	.
O=C(CN1CCN(C(=O)N2CCOCC2)CC1)Nc1ccc(Br)cc1	?	.
COc1ccc(/C=C2/C(=O)N(c3nc4ccccc4s3)N=C2CSc2ccc(Cl)cc2)cc1	-4%	7
CC(/C=N/NC(=O)c1cc(-c2cccn2C)n[nH]1)=C\c1ccccc1	6%	-18
COc1ccc(Cl)cc1NC(=O)COC(=O)C1CC1	?	.
CCn1cnc2c1c(=O)n(CC(=O)NCc1ccccc1)c(=O)n2Cc1ccccc1	-17%	3
CC(=O)N1N=C(c2ccc(NS(C)(=O)=O)cc2)CC1c1ccc2nccnc2c1 (stereo not drawn)	-17%	-17
O=C(C(O)c1ccccc1)N1N=C(c2ccccc2)CC1(O)C(F)(F)F (stereo not drawn)	?	.
O=C1c2ccccc2C(=O)N1CCCc1nc(-c2cccnc2)no1	-5%	5
CC(=O)NCCc1nc2ccccc2n1CCc1ccccc1	30%	10
CC1CCCN(C(=O)COC(=O)c2ccc3[nH]c4c(c3c2)CCCC4)C1 (stereo not drawn)	?	.
CC(c1ccccc1)N1CCC(CNC(=S)Nc2cccc(Cl)c2)C1 (stereo not drawn)	5%	0
Cc1nn2c3ccccc3nc2c2ccccc12	?	.
O=C(Nc1ccc(Oc2cccc(C(F)(F)F)c2)nc1)c1ccco1	-15%	0
Cc1ccc(C)c(SCC(=O)Nc2cccc(S(=O)(=O)N3CCOCC3)c2)c1	?	.
CC1=CCC2C(=O)N(c3nc4ccccc4n3C)C(=O)C2C1 (stereo not drawn)	?	.
N#Cc1cccc(S(=O)(=O)NCCOc2ccccc2F)c1	?	.
O=C(CSc1nnc(Cc2ccccc2)n1-c1cccc(Cl)c1)N1CCOCC1	?	.
CSCCC(NC(=O)c1ccco1)C(=O)N1CCN(C(c2ccccc2)c2ccccc2)CC1 (stereo not drawn)	?	.
O=C1CN(C(=O)c2cccs2)c2ccccc2N1	?	.
CCCCCOC(=O)c1[nH]c2c(c1C)C(=O)CC(c1ccco1)C2 (stereo not drawn)	?	.
CCS(=O)(=O)C1=NSC2=NC(=O)/C(=C\c3ccc(OC(=O)c4ccco4)c(OC)c3)C(=N)N21	24%	.
Nc1nonc1C(=O)NCCNCc1ccccc1OCc1ccccc1F	23%	-18
NNC(=O)CN1C(c2ccc(Br)cc2)=Nc2ccc(Br)cc2C1c1ccccc1 (stereo not drawn)	2%	1
CCCCc1ccc(Nc2ncccc2C#N)cc1	21%	.
NC(=NCCc1ccccc1)NS(=O)(=O)c1ccccc1F	?	.
CCOCCCNC(=O)C1CCC(CNS(=O)(=O)c2ccc(OC)cc2)CC1 (stereo not drawn)	-5%	1
Cc1nn(CC(O)Cn2c3c(c4ccccc42)CCN(C)C3=O)c(C)c1Br (stereo not drawn)	?	.
Cc1ccc(/C=C2\SC(=S)N(CCCC(=O)Nc3cccc(C(=O)O)c3)C2=O)cc1	?	.
CC(C)Cc1ccc(C(=O)NCCOc2ccccc2)o1	i	1
Cn1cc(CNCc2cn[nH]c2-c2ccc(F)cc2)c(-c2ccc3c(c2)OCCO3)n1	27%	-3
CCOC(=O)C1(CCOC)CCN(Cc2cc3ccccc3s2)CC1	?	.
COc1cc(N)c(Cl)cc1C(=O)OCC(=O)N1CCc2ccccc21	?	.

Assay outcomes deposited in PubChem by National Center for Advancing Translational Sciences (NCATS).

An excerpt; the hit share may differ from the screen's.
